Source: PubChem (several laboratories)
INS promoter inh – TRM-6 insulin promoter activity inhibition. 130,000 compounds, 0.9% hits. inhibition, % at 2 µM. AID 1273. TRM-6 cells (human fetal islet line), insulin promoter-eGFP reporter, imaging; reporter expression induced with tamoxifen;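 active means inhibition above the mean plus 3 SD, with well images judged a real hit on visual review, cut at about 60% in these data, passing the limit was not always enough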
SDO1 yeast rescue – restores growth of sdo1-depleted yeast. S. cerevisiae sdo1-depleted JHY4D growth rescue, OD600 30 h; hits give high values; pdr5 snq2 efflux-pump mutant strain. AID 817. z-score at 10 µM. 140,000 compounds, 0.21% hits;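 active means z-score above 3 at both the 24 hr and the 30 hr optical density reads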;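 further: z-score against mean and SD of all compound wells on the same plate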
SDO1 yeast rescue Rescue 24 h – recorded beside SDO1 yeast rescue, whose call it bears; z-score; S. cerevisiae sdo1-depleted JHY4D growth rescue, OD600; measured here: growth rescue at 24 h;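 0 is the plate mean of compound wells and units are plate SD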
The depositor's hits bear a star; x = no result given; & = joins results of further samples.

Molecule | INS promoter inh | SDO1 yeast rescue | SDO1 yeast rescue Rescue 24 h
CC(=O)Nc1cccc(NC(=O)CSc2ccc3nnc(CCNC(=O)c4ccccc4)n3n2)c1 | 33 | x | x
O=C(c1ccco1)N(c1ccccn1)c1ccccn1 | x | -0.08 | 0.94
C/C(=C\c1ccco1)C1Nc2cccc3cccc(c23)N1 | -10 | -1.8 | -1.6
COC(=O)C1=C(C)NC2=C(C(=O)CCC2)C1c1ccsc1 (configuration not stated) | x | 0.01 | -0.28
Cc1c(C(=O)NCCCn2ccnc2)oc2ccccc12 | -59 | x | x
CCC(C)c1c(O)nc(SCC(=O)Nc2ccccc2)[nH]c1=O (configuration not stated) | 3 | -0.92 | -1.6
CC(C)CCN1CC(O)=C(c2nc3ccccc3[nH]2)C1=N | 14 | 1.6 | 1.8
CS(=O)(=O)Nc1ccc(C2=NN(C(=O)c3ccco3)C(c3cccc(F)c3)C2)cc1 (configuration not stated) | -5 | x | x
COc1cc(CNCCO)cc(Br)c1OCc1ccccc1Cl | 19 | -0.7 | -0.47
CCCC[C@@H]1C[C@H]1[C@@H](NC(=O)c1ccco1)c1ccc(Cl)cc1 | 18 | -1.4 | -1.2
O=c1c2ccsc2ncn1Cc1ccccc1F | -10 | 0.53 | 0.41
COc1ccc(OC)c(-n2c(-c3ccc(C)cc3)n[nH]c2=S)c1 | 28 | -1 | -0.82
S=C(Nc1ccccc1)Nc1ccc(OCc2ccccc2)cc1 | 7 | 0.43 | -0.01
COc1ccccc1N1CCN(C(c2cccs2)c2nnnn2C2CCCC2)CC1 (configuration not stated) | 0 | -1.2 | -1.1
COc1ccc(OC)c(NC(=O)C2CCN(S(C)(=O)=O)CC2)c1 | 2 | 0.14 | 1.4
COc1ccc(S(=O)(=O)N2CCOCC2)cc1NC(=O)c1cc2c(s1)CCCC2 | x | -0.71 | -0.96
COc1cccc(NC(=S)NCc2cccs2)c1 | 30 | -0.11 | -0.2
Cc1cccc(NC(=O)CN2C(=O)S/C(=C\c3ccc(O)c([N+](=O)[O-])c3)C2=O)c1 | -8 | x | x
CCCP(=O)(CCC)CCP(=O)(c1ccccc1)c1ccccc1 | -6 | 1.4 | 0.58
Cc1ccc(O)c(C(=O)c2cnc3c(c2)CN(C)C(=O)N3)c1 | -5 | 0.13 | 0.13
CSc1nc2c(ccc3ccccc32)o1 | -21 | -0.22 | -0.01
CCCCNC(=O)CCNC(=O)c1ccc(C(C)(C)C)cc1 | -61 | 0.86 | 0.02
Cc1cc(C(F)(F)F)nn1CC(=O)Nc1ccc(Br)c2cccnc12 | 0 | -0.44 | 0.28
Cc1nc(=O)c(-c2ccccc2)c(C)n1-c1ccc(S(N)(=O)=O)cc1 | -25 | 0.1 | -0.86
C/C(=N\NC(=O)c1c(Cl)cnn1C)c1ccc(NC(=O)c2ccncc2)cc1 | 32 | -0.04 | -0.81

In the list so far, these have two or more sulfur atoms:
Molecule | INS promoter inh | SDO1 yeast rescue | SDO1 yeast rescue Rescue 24 h
COc1ccc(S(=O)(=O)N2CCOCC2)cc1NC(=O)c1cc2c(s1)CCCC2 | x | -0.71 | -0.96
COc1cccc(NC(=S)NCc2cccs2)c1 | 30 | -0.11 | -0.2

Entries of single compounds from above. Values in the order: INS promoter inh	SDO1 yeast rescue	SDO1 yeast rescue Rescue 24 h
CCCCNC(=O)CCNC(=O)c1ccc(C(C)(C)C)cc1 across the screens: -61	0.86	0.02
C/C(=C\c1ccco1)C1Nc2cccc3cccc(c23)N1 across the screens: -10	-1.8	-1.6
COc1cccc(NC(=S)NCc2cccs2)c1 across the screens: 30	-0.11	-0.2
C/C(=N\NC(=O)c1c(Cl)cnn1C)c1ccc(NC(=O)c2ccncc2)cc1 across the screens: 32	-0.04	-0.81

(continued)
Molecule | INS promoter inh | SDO1 yeast rescue | SDO1 yeast rescue Rescue 24 h
O=C(c1ccc(S(=O)(=O)N2CCC(c3nc4ccccc4[nH]3)CC2)cc1)N1CCOCC1 | x | 0.41 | -0.42
COc1ccc(C(=O)N(Cc2nc(-c3ccc(C)cc3)no2)C2CCCCC2)cc1OC | x | -1.4 | -1.1
O=C(Nc1nc2ccc(SC(F)F)cc2s1)c1ccc(NS(=O)(=O)c2ccc(F)c(F)c2)cc1 | -92 | -1.8 | -1.4
Cc1ccc(Cn2cc(/C=C/C(=O)O)c(-c3ccccc3)n2)cc1 | -5 | -0.12&-0.21 | -0.65&-1.2
COc1ccc2nc(SCc3cnc(C)nc3N)[nH]c2c1 | 9 | 0.54 | -0.68
O=C(Nc1cnn(Cc2c(Cl)cccc2Cl)c1)c1ccc([N+](=O)[O-])cc1 | x | -1.8 | -1.1
CC(O)Cc1nsc(NC(=O)c2cccs2)n1 (configuration not stated) | x | 0.56 | 0.23
Cc1ccc(-c2cnc3n2CCCCC3)cc1 | -8 | x | x
Cc1ccc2cc3cc(C(=O)NCc4ccco4)oc3nc2c1 | -50 | -1.3 | -1.1
Cc1ccc(C(=O)NCCn2cc(SCC(=O)N3CCOCC3)c3ccccc32)cc1 | x | 0.63 | -0.12
CCOc1ccccc1C1CC(c2ccc(F)cc2)Nc2nc(N)nn21 (configuration not stated) | x | -0.33 | -0.68
CN(C)S(=O)(=O)c1cc(NC(=O)COC(=O)C2COc3ccccc3O2)ccc1Cl (configuration not stated) | 7 | x | x
CCOc1ccc(C(=O)NC(=S)N2CCN(c3ccc(C(F)(F)F)cc3[N+](=O)[O-])CC2)cc1 | 19 | -1 | -1
CCOC(=O)c1ccccc1NC(=O)c1cncc(Br)c1 | -340 | 0.12 | -0.32
O=C(CC(SCc1ccco1)c1ccc(O)cc1)c1cccs1 (configuration not stated) | -6 | -1.1 | 1.5
Cc1ccc(N2C(=O)CC(Sc3ccccc3C(=O)O)C2=O)cc1 (configuration not stated) | -4 | 0.19 | -0.88
CCOc1ccc(/C=N/NC(=O)C(C)N(c2ccc(OC)cc2)S(C)(=O)=O)cc1OCC (configuration not stated) | -45 | x | x
O=C(NCCCCC(NC(=O)C1CCCCC1)C(=O)O)c1ccccc1 (configuration not stated) | -38 | -0.1 | -0.98
CCN(CC)C1CCS(=O)(=O)C1 (configuration not stated) | 0 | x | x
CCCCN(CC)C(=O)Cn1ncc2c1-c1cc(C)ccc1OC2 | x | -0.67 | -0.9
CCn1c(SCC(=O)N2CCCC2)nnc1-c1ccc(S(=O)(=O)N2CCCCCC2)cc1 | 45 | 0.14 | -0.06
Cc1cc(=O)n2[nH]c(-c3ccc(F)cc3)nc2n1 | x | 1.7 | 2.4
O=c1c2ccccc2n2c(-c3ccc(C(F)(F)F)cc3)nnc2n1Cc1ccccc1 | x | -0.54 | -0.55
CCCCCOC(=O)C1C(c2ccccc2)C(C(=O)O)C1c1ccccc1 (configuration not stated) | -114 | -0.69 | -0.04
CCCc1nnc(SCC(=O)N2CCCC(C)C2)n1CCOC (configuration not stated) | 31 | x | x
COCC(C)NC(=O)CCS(=O)(=O)c1nc(-c2ccc(OC)cc2)cc(C(F)(F)F)n1 (configuration not stated) | 16 | -1 | -0.92
Cc1ccccc1C(=O)Nc1ccc(Br)c(C)n1 | -28 | -0.13 | -0.41
Cc1ccc(C(C(=O)NC2CCCCC2)N(Cc2ccccc2)C(=O)Cc2c[nH]c3ccccc23)o1 (configuration not stated) | -63 | -0.25 | 0.09
CC(C)N(CCc1ccncc1)C(=O)Nc1ccc(Cl)c(Cl)c1 | x | -2.8 | -2
Cc1nn(C(C)C(=O)N2CCc3ccccc3C2)c(=O)c2cc3occc3n12 (configuration not stated) | x | 0.62 | 0.32
COc1ccccc1NC(=O)c1cccnc1 | -39 | 0.48 | 0.77
NC(=O)c1cccc(S(=O)(=O)N2CCCCC2)c1 | -25 | 0.53 | -0.08
CCOC(=O)CCNC(=O)Nc1ccc2nc(C)n(Cc3ccc(Cl)cc3)c(=O)c2c1 | x | 0.09 | -0.15
Cc1ccc(CC(=O)Nc2ccc([N+](=O)[O-])cc2C)cc1 | 5 | x | x
CN(C(=O)c1ccc2c(c1)OCO2)C1(C(=O)NC2CCCCC2)CCCCC1 | 50 | -0.29 | -0.12
Cc1nnc2n(-c3ccccc3)c(=O)c3c4c(sc3n12)CCCC4 | 0 | 0.87 | 0.81
COc1ccc(C)cc1NC(=O)CCS(=O)(=O)c1cccc2nonc12 | -27 | -0.25 | -0.2
CCCCOc1ccccc1C1C(C(N)=O)=C(C)Nc2nnnn21 (configuration not stated) | -493 | 2.1 | 2.1
COc1cccc2cc(C(C)N(CCCN3CCOCC3)C(=S)Nc3cccc(C)c3)oc12 (configuration not stated) | 50 | x | x
CCCCC(=O)NC1(C(F)(F)F)C(=O)Nc2c1c(=O)n(C)c(=O)n2C (configuration not stated) | 18 | 0.96 | 0.81
O=C(Nc1ccn(Cc2ccccc2F)n1)c1ccc(COc2ccc(Br)cc2)cc1 | x | -0.92 | 0.48
Cc1ccc(NC(=O)Cn2nnc(C(=O)NCc3cccs3)c2N)cc1 | -21 | -1.1 | -0.87
O=C(NCCN1CCOCC1)c1cn(-c2ccccc2)nc1-c1cccs1 | 21 | 0.8 | 0.53
CC(C)CCNC(=O)CN(C(=O)CCC(=O)Nc1ccccn1)c1ccc2c(c1)OCO2 | 6 | 1.3 | 1.1
O=C1Nc2ncccc2OC1CCO (configuration not stated) | 29 | 1.2 | 1.1
O=C(COC(=O)Cc1ccc(S(=O)(=O)N2CCCCC2)s1)Nc1ccc2c(c1)OCO2 | 44 | -0.44 | -0.29
CC(C)C(=O)Nc1ccc([N+](=O)[O-])cc1Br | -88 | -0.6 | -0.8
CCn1cc(C(=O)O)c(=O)c2cc(F)c(N3CCN(S(=O)(=O)c4ccc(Br)cc4)CC3)cc21 | 47 | -1.5 | -0.43
O=C(c1nc2ncccn2n1)N1CCN(c2ccccc2)CC1 | -23 | 0.58 | -0.18
CC1CCCCC1NC(=O)Cn1nc(-c2ccccc2)ccc1=O (configuration not stated) | -41 | 0.43 | 0.23

No new results follow: entries from further up.
Molecule | INS promoter inh | SDO1 yeast rescue | SDO1 yeast rescue Rescue 24 h
CC(C)C(=O)Nc1ccc([N+](=O)[O-])cc1Br | -88 | -0.6 | -0.8
CCn1cc(C(=O)O)c(=O)c2cc(F)c(N3CCN(S(=O)(=O)c4ccc(Br)cc4)CC3)cc21 | 47 | -1.5 | -0.43
O=C(c1nc2ncccn2n1)N1CCN(c2ccccc2)CC1 | -23 | 0.58 | -0.18
CC1CCCCC1NC(=O)Cn1nc(-c2ccccc2)ccc1=O (configuration not stated) | -41 | 0.43 | 0.23

Additional results.
Molecule | INS promoter inh | SDO1 yeast rescue | SDO1 yeast rescue Rescue 24 h
Cc1ccc(C)c(S(=O)(=O)N2C(=S)NC(=O)C2C(C)C)c1 (configuration not stated) | 80* | -0.89 | -1.3
CCCCN(C(=O)c1cc2ccccc2o1)c1c(N)n(CCC)c(=O)[nH]c1=O | x | 1.8 | 2
Fc1ccc(-c2cc(C(F)(F)F)nc(NCC3CCCO3)n2)cc1 (configuration not stated) | 56 | -1.1 | -1
Cn1c2ccc(CC(=O)O)cc2c2cc(CC(=O)O)ccc21 | -67 | 0.11 | -0.01
COCCNC(=O)CCSc1nc(-c2ccc(OC)cc2)cc(C(F)(F)F)n1 | 46 | -1.4 | -1.4
O=C1CC(c2ccc(S(=O)(=O)NC3CC3)cc2)CN1 (configuration not stated) | x | 0.76 | 0.52
CC(C)(C)NS(=O)(=O)c1cc(C(=O)O)ccc1Cl | 7 | x | x
CC1CCN(c2ccc(C(=O)NCc3ccc4c(c3)OCO4)cc2[N+](=O)[O-])CC1 | x | 0 | 0.16
Cc1cccc(C)c1NC(=O)c1ccc(CN2CCc3ccccc3C2)cc1 | 43 | -0.97 | -1.3
Cn1c(-c2ccc(C(=O)c3ccccc3)s2)nc2ccccc21 | 25 | x | x
COc1ccc(-c2nnc(SCC(=O)Nc3cc(C)on3)n2C)cc1OC | 0 | 0.52 | -0.13
COc1ccc(-c2nnc(NC(=O)C(C)C)s2)c(OC)c1 | x | -1.9 | -0.49
Cc1ccc(C(OCC(C)(C)C[N+](C)(C)C)c2ccccc2)cc1 (configuration not stated) | -31 | x | x
CC1=CCC2C(=O)N(Cc3ccccc3)C(=O)C2C1 (configuration not stated) | 3 | -0.9 | -0.52
COc1ccc(NC(=O)c2ccccc2O)c(OC)c1 | 37 | -0.18 | -1.3
COc1cccc(C(=O)CSc2nnc(CNS(C)(=O)=O)n2-c2ccc(C)cc2)c1 | 16 | -0.65 | -1.2
O=C(CSCc1ccc(Cl)cc1)N/N=C/c1ccccc1 | -6 | -1.7 | -1.2
O=C(c1ccco1)N1CCN(C(=O)c2cnn3c2NC(c2cccs2)CC3C(F)(F)F)CC1 (configuration not stated) | -18 | -0.22 | 0.42
CCOC(=O)N1CCC(NC(=O)CSc2cc(=O)n(CC)c3ccccc23)CC1 | x | -0.55 | -0.65
CCOC(=O)c1c(C)nc2sc3c(=O)n(-c4ccc(OC)cc4)nnc3c2c1-c1ccc(OC)cc1 | 4 | 0.33 | 0.58
CC(/C=N\NC(=O)c1cc(C)oc1C)=C\c1ccccc1 | -32 | -0.22 | 0.05
COc1ccccc1C(c1nnnn1CCc1ccccc1)N1CCN(c2ccccc2)CC1 (configuration not stated) | x | 0.01 | -0.3
